HCV core dimer: blocks dimerization of HCV core protein. TR-FRET GST/Flag-core106 dimerization, 1536-well. inhibition, % at 5 µM. 300,000 compounds, 0.33% hits. AID 1899;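 active means inhibition above the mean of all tested compounds plus 3 SD, set per screening campaign, cut at about 45% in these data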
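Material: Tagged HCV core106 pair (GST and Flag) | Amount: GST-core106 13.5 nM, Flag-core106 17 nM | Medium: KF-containing HEPES buffer, pH 7.45, DTT, CHAPS, BSA | Reagent: Eu donor and XL665 acceptor anti-tag antibodies | Schedule: 4 h at 22.5 °C | Technique: Time-resolved FRET, ex 340 nm, em 617 and 671 nm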
CTSL1 counter: counter-screen for PFM18AAP inhibitors: inhibitors of F. hepatica cathepsin L1 | recombinant F. hepatica cathepsin L1, Z-Leu-Arg-MCA fluorescence | inhibition, % at 5.96 µM | 300,000 compounds, 0.49% hits | AID 1906;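 active means inhibition above the mean of all tested compounds plus 3 SD, set per screening campaign, cut at about 17% in these data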;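 further: 0% = plate median of test compound wells and 100% = 1 µM Z-Phe-Ala-diazomethylketone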
PP1 counter: counter-screen for PP5 inhibitors: inhibitors of human PP1-alpha | P62136 | purified PP1alpha, OMFP fluorescence | inhibition, % at 6.7 µM | 320,000 compounds, 0.9% hits;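 active means inhibition above the mean inhibition of all tested compounds plus 3 SD, computed separately for each screening campaign, cut at about 15% in these data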
AHR activator: activators of human aryl hydrocarbon receptor | AHR-responsive luciferase reporter cells, luminescence | P35869 | 320,000 compounds, 2.5% hits | activation, % at 5 µM; in the data active means activation above about 47%;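 further: 0% = vehicle wells and 100% = reference agonist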
Target sequence (P35869 whole entry, looked up): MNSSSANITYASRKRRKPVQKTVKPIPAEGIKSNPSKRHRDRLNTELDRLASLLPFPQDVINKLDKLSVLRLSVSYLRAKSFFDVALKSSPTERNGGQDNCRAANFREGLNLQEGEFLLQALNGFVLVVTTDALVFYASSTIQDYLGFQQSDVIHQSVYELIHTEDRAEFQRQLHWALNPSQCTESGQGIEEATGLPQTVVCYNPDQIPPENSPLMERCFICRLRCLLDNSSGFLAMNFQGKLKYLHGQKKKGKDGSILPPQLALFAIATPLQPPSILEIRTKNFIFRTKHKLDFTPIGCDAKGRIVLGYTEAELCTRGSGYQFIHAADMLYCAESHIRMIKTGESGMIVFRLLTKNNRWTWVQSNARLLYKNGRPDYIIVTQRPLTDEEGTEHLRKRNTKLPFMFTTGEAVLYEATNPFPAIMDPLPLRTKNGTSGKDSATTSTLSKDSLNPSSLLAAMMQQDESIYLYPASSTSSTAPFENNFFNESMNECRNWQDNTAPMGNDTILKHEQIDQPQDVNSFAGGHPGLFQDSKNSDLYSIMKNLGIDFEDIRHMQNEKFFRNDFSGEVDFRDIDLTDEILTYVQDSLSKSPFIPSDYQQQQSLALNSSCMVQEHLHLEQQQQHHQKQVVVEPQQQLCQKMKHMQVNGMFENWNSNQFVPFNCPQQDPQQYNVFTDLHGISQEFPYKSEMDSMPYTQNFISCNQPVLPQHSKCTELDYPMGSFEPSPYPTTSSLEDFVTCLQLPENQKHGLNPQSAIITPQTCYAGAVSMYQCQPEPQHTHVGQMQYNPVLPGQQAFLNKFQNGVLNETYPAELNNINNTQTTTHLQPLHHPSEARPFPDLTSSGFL
procasp3 activ: activators of human procaspase-3 | P42574 | recombinant procaspase-3 D3A, Ac-DEVD-pNA absorbance 405 nm | activation, % at 8.5 µM | 330,000 compounds, 0.11% hits | AID 463141;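 active means activation above the mean of all tested compounds plus 3 SD, cut at about 21% in these data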;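 further: 0% = DMSO alone and 100% = DMSO wells spiked with extra 5 µM PC-3 D3A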
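Assay system – Procaspase-3 D3A mutant · Benchmarks – DMSO low control, extra-enzyme high control · Technique – 405 nm absorbance of p-nitroaniline, reads at 0 and 120 min · Doses – 8.5 µM nominal · Measure – % activation between DMSO and enzyme-spiked controls · Also added – Ac-DEVD-pNA chromogenic peptide substrate · Schedule – 1 h compound preincubation, 2 h substrate hydrolysis at 25 °C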
PP5 primary: PP5 (human) phosphatase inhibition; 320,000 compounds, 0.18% hits; inhibition, % at 6.7 µM; P53041; purified PP5c, OMFP substrate fluorescence;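 active means inhibition above the campaign's mean inhibition across all tested compounds plus 3 SD, cut at about 9.5% in these data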;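 further: 0% = DMSO only and 100% = 100 µM cantharidin control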
proCasp7 act: counter-screen: procaspase-7 (human) activation; P55210; recombinant procaspase-7, Ac-DEVD-pNA absorbance 405 nm; D23A/D198A/D206A triple mutant, cannot self-cleave; scale: DMSO 0, 5 µM enzyme 100; activation, % at 8.5 µM; 330,000 compounds, 0.093% hits; AID 463210;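 active means percent activation above the screen-wide mean plus 3 SD, cut at about 25% in these data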
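signal = Epi-absorbance of released pNA at 405 nm, two timepoints | assay system = Uncleavable procaspase-7 mutant enzyme | reagent = Ac-DEVD-pNA substrate, 400 µM as added | times = 1 h enzyme–compound preincubation and 2 h substrate reaction, both 25 °C | benchmarks = low DMSO alone, high DMSO plus 5 µM PC-7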
TPT1 inhibitor: C. albicans TPT1 enzyme inhibition; recombinant caTPT1, FP RNA substrate dephosphorylation; inhibition, % at 5 µM; 300,000 compounds, 0.81% hits;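 active means inhibition above the mean of all tested compounds plus 3 SD, set per screening campaign, cut at about 24% in these data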;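 further: plate controls were DMSO alone for no effect and ferristatin control at 100 nM for full effect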
PAFAH2 FP inh: inhibitors of human PAFAH2; Q99487; recombinant PAFAH2, FP-rhodamine activity probe, fluorescence polarization; inhibition, % at 3.39 µM; 340,000 compounds, 0.99% hits; AID 492956;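 active means inhibition above the mean over all tested compounds plus 3 SD, cut at about 30% in these data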;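 further: inhibitors block probe labeling of enzyme so polarization drops; 0% = enzyme with DMSO and 100% = wells lacking PAFAH2 protein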
Starred values were filed as active, the others as inactive.

What do the screens show for `CC(=O)Nc1ccc(N2CCOCC2)c(Cl)c1`?
HCV core dimer: -2; CTSL1 counter: -1; PP1 counter: -4; AHR activator: 3; procasp3 activ: 9; PP5 primary: 1.1; proCasp7 act: 1; TPT1 inhibitor: 0; PAFAH2 FP inh: -3

What do the screens show for `CC(=O)N(Cc1cc(=O)[nH]c2ccccc12)c1cccc(C)c1`?
HCV core dimer: -1; CTSL1 counter: -1; PP1 counter: 2; AHR activator: 10; procasp3 activ: -5; PP5 primary: 2.8; proCasp7 act: -5; TPT1 inhibitor: -3; PAFAH2 FP inh: 0

Results for Cc1ccc(SCC(=O)OCC(=O)NC2CCCCCCC2)cc1 ?
HCV core dimer: 2; CTSL1 counter: -7; PP1 counter: -4; AHR activator: 0; procasp3 activ: 0; PP5 primary: -2.4; proCasp7 act: 0; TPT1 inhibitor: 2; PAFAH2 FP inh: -5

Results for CCN(CC)CCCN=C1N[C@@H](c2cccc(F)c2)C(C(=O)OC)=C(C)N1Cc1ccccc1 ?
AHR activator: -2; procasp3 activ: 2; proCasp7 act: -1; PAFAH2 FP inh: 6

Results for CCOc1cccc(C(=O)NC(=S)Nc2cccc(C)c2)c1 ?
HCV core dimer: 0; CTSL1 counter: 2; PP1 counter: 3; AHR activator: 2; procasp3 activ: -3; PP5 primary: -0.3; proCasp7 act: 9; TPT1 inhibitor: -2; PAFAH2 FP inh: 4

How did COC(=O)c1sccc1NC(=O)Cn1nnc(-c2ccccc2C)n1 do in these assays?
HCV core dimer: 3; CTSL1 counter: 2; PP1 counter: -1; AHR activator: 17; procasp3 activ: -4; PP5 primary: 1.4; proCasp7 act: 11; TPT1 inhibitor: 4; PAFAH2 FP inh: 0

How did CCn1c(SCC(=O)OC)nc2cc(S(=O)(=O)N3CCOCC3)ccc21 do in these assays?
HCV core dimer: -3; CTSL1 counter: 0; PP1 counter: -3; AHR activator: 0; procasp3 activ: 6; PP5 primary: -1.5; proCasp7 act: 6; TPT1 inhibitor: -1; PAFAH2 FP inh: -19

How did CCOC(=O)c1cc2sc(C)cc2n1CC(=O)Nc1cccc(C)c1C do in these assays?
HCV core dimer: 21; CTSL1 counter: -1; PP1 counter: 0; AHR activator: -1; procasp3 activ: 1; PP5 primary: 2.8; proCasp7 act: 3; TPT1 inhibitor: 0; PAFAH2 FP inh: -3

What do the screens show for `COc1ccc2c(c1)[C@H]1[C@H](CO2)[C@H](c2ccccc2)[C@]2(C)C(=O)N[C@H](C)C(=O)N12`?
PP1 counter: -3; AHR activator: 0; procasp3 activ: -1; PP5 primary: -1.7; proCasp7 act: 7; PAFAH2 FP inh: 0

What do the screens show for `Cc1sc2ncnc(NCC(C)(C)N3CCOCC3)c2c1C`?
HCV core dimer: -3; CTSL1 counter: -7; PP1 counter: -3; AHR activator: -12; procasp3 activ: -3; PP5 primary: -2.8; proCasp7 act: 7; TPT1 inhibitor: 2; PAFAH2 FP inh: -5

How did CC/C(=N\NC(=S)Nc1cccc(C)c1)c1ccccc1 do in these assays?
HCV core dimer: 2; CTSL1 counter: 1; PP1 counter: 3; AHR activator: 87*; procasp3 activ: -16; PP5 primary: 2.9; proCasp7 act: -17; TPT1 inhibitor: -4; PAFAH2 FP inh: 14

What do the screens show for `COc1nc(NCCO)nc(Nc2cc(Cl)ccc2OC)n1`?
HCV core dimer: 10; CTSL1 counter: -1; PP1 counter: 0; AHR activator: 12; procasp3 activ: -3; PP5 primary: 2.1; proCasp7 act: 3; TPT1 inhibitor: -2; PAFAH2 FP inh: -1

Results for CCCN1Cc2cccc(C(=O)NCc3ccc(C)cc3)c2C1=O ?
HCV core dimer: 8; CTSL1 counter: -2; PP1 counter: 1; AHR activator: 10; procasp3 activ: 8; PP5 primary: 1.9; proCasp7 act: -3; TPT1 inhibitor: -3; PAFAH2 FP inh: -3

How did Cc1cc(C(=O)CSc2n[nH]c(-c3ccccc3F)n2)c(C)n1Cc1cccs1 do in these assays?
HCV core dimer: 12; CTSL1 counter: -2; PP1 counter: 2; AHR activator: 6; procasp3 activ: 10; PP5 primary: 2.5; proCasp7 act: 3; TPT1 inhibitor: 4; PAFAH2 FP inh: -13

Results for N[C@@H](C(=O)N[C@@H]1C(=O)N2C(C(=O)O)=C(Cl)CS[C@H]12)c1ccccc1 ?
HCV core dimer: 2; CTSL1 counter: 0; PP1 counter: -2; AHR activator: 1; procasp3 activ: 0; PP5 primary: -0.3; proCasp7 act: -2; TPT1 inhibitor: -4; PAFAH2 FP inh: 14

What do the screens show for `Cc1ccccc1NC(=O)CN1C(=O)NC2(CCc3ccccc32)C1=O` (stereo unspecified)?
PP1 counter: -3; AHR activator: -1; procasp3 activ: 6; PP5 primary: 1.5; proCasp7 act: 12; PAFAH2 FP inh: 12

How did Cc1noc(C)c1C(=O)OCC(=O)Nc1c(F)cccc1F do in these assays?
HCV core dimer: 3; CTSL1 counter: 2; PP1 counter: -1; AHR activator: -2; procasp3 activ: 1; PP5 primary: 0.6; proCasp7 act: -3; TPT1 inhibitor: -1; PAFAH2 FP inh: -6

How did C=CCNC(=O)c1ccc(NC(=O)CC2SC(N3CCCC3)=NC2=O)cc1 (stereo unspecified) do in these assays?
HCV core dimer: 3; CTSL1 counter: 0; PP1 counter: -8; AHR activator: 2; procasp3 activ: 1; PP5 primary: 0.3; proCasp7 act: 2; TPT1 inhibitor: 5; PAFAH2 FP inh: -1

What do the screens show for `Cc1nnc(NC(=O)c2cccc(Br)c2)s1`?
HCV core dimer: -2; CTSL1 counter: 2; PP1 counter: -4; AHR activator: 13; procasp3 activ: -3; PP5 primary: 6.2; proCasp7 act: 14; TPT1 inhibitor: 1; PAFAH2 FP inh: -7

What do the screens show for `CC(=O)Nc1ccc(C(=O)NC(C)c2ccc(-n3ccnc3)cc2)cc1` (stereo unspecified)?
HCV core dimer: -5; CTSL1 counter: 3; PP1 counter: -3; AHR activator: 3; procasp3 activ: 8; PP5 primary: 0.9; proCasp7 act: -9; TPT1 inhibitor: -3; PAFAH2 FP inh: -7

How did Cc1ccc(C(=O)O/N=C(\N)Cc2cccc3ccccc23)cc1 do in these assays?
HCV core dimer: -3; CTSL1 counter: -3; PP1 counter: 1; AHR activator: 8; procasp3 activ: 0; PP5 primary: 3.1; proCasp7 act: 2; TPT1 inhibitor: -6; PAFAH2 FP inh: 67*

How did [O-]/[N+](=C\C=C\c1ccccc1)c1ccccc1 do in these assays?
HCV core dimer: 3; CTSL1 counter: 2; PP1 counter: 1; AHR activator: 1; procasp3 activ: -7; PP5 primary: 1.8; proCasp7 act: -9; TPT1 inhibitor: 0; PAFAH2 FP inh: 3

How did COc1ccccc1CNC(=O)C1CCCN(S(=O)(=O)c2cccc3nsnc23)C1 (stereo unspecified) do in these assays?
HCV core dimer: 1; CTSL1 counter: 6; PP1 counter: -1; AHR activator: 6; procasp3 activ: 3; PP5 primary: 1.9; proCasp7 act: 2; TPT1 inhibitor: 0; PAFAH2 FP inh: 2

Results for COc1ccc(CN(C(=O)CSc2nnc(-c3ccccc3C)o2)c2ccc(F)cc2)cc1 ?
HCV core dimer: 9; CTSL1 counter: 2; PP1 counter: 9; AHR activator: -4; procasp3 activ: 4; PP5 primary: 1.9; proCasp7 act: 4; TPT1 inhibitor: -1; PAFAH2 FP inh: -2

Results for Cc1cc(C)cc(N(CCC#N)C(=O)COC(=O)C2=COCCO2)c1 ?
HCV core dimer: 5; CTSL1 counter: -2; PP1 counter: 0; AHR activator: 0; procasp3 activ: 2; PP5 primary: -2.2; proCasp7 act: 15; TPT1 inhibitor: 6; PAFAH2 FP inh: 3

How did CCOC(=O)c1ccc(NC(=O)Cn2nnc3ccccc32)cc1 do in these assays?
HCV core dimer: 0; CTSL1 counter: -2; PP1 counter: 2; AHR activator: 25; procasp3 activ: 4; PP5 primary: -0.6; proCasp7 act: 3; TPT1 inhibitor: -4; PAFAH2 FP inh: 0

How did Cc1cc2cc(CNC(=O)CCC(=O)O)ccc2[nH]1 do in these assays?
HCV core dimer: -9; CTSL1 counter: -2; PP1 counter: 1; AHR activator: 0; procasp3 activ: -3; PP5 primary: 1.5; proCasp7 act: 6; TPT1 inhibitor: -2; PAFAH2 FP inh: -12

What do the screens show for `CCOC(=O)C1=C(c2ccccc2)NC(N)=NC1c1ccc(OCc2ccc(Cl)cc2)c(OC)c1` (stereo unspecified)?
HCV core dimer: -4; CTSL1 counter: -3; PP1 counter: 25*; AHR activator: 1; procasp3 activ: 9; PP5 primary: 5.3; proCasp7 act: 9; TPT1 inhibitor: 2; PAFAH2 FP inh: -8

What do the screens show for `CC(=O)Nc1ccc(NC(=O)c2cccc3c2-c2ccccc2C3=O)cc1`?
HCV core dimer: -5; CTSL1 counter: 1; PP1 counter: 1; AHR activator: 0; procasp3 activ: 11; PP5 primary: -1.8; proCasp7 act: 2; TPT1 inhibitor: -1; PAFAH2 FP inh: -7

What do the screens show for `O=C(CN1CCOc2ccccc21)NCc1ccc(Cl)cc1`?
HCV core dimer: -4; CTSL1 counter: -3; PP1 counter: -10; AHR activator: 9; procasp3 activ: 0; PP5 primary: 5.0; proCasp7 act: -1; TPT1 inhibitor: 1; PAFAH2 FP inh: -3

How did Cc1ccc(NC(=O)C2CCCN(c3ncnc4c3nc3n4CCCCC3)C2)nc1 (stereo unspecified) do in these assays?
HCV core dimer: 4; CTSL1 counter: 0; PP1 counter: 0; AHR activator: 11; procasp3 activ: 4; PP5 primary: 0.5; proCasp7 act: 1; TPT1 inhibitor: 1; PAFAH2 FP inh: -9

Results for O=C(CCn1nnc2ccccc2c1=O)NCC1CCC(C(=O)O)CC1 (stereo unspecified) ?
HCV core dimer: 0; CTSL1 counter: -2; PP1 counter: -4; AHR activator: -1; procasp3 activ: 7; PP5 primary: -1.2; proCasp7 act: -1; TPT1 inhibitor: 2; PAFAH2 FP inh: 5

What do the screens show for `Cc1cc(C)cc(NC(=O)CSc2nnc(-c3ccccc3Br)o2)c1`?
HCV core dimer: -1; CTSL1 counter: -4; PP1 counter: 1; AHR activator: 0; procasp3 activ: 11; PP5 primary: 3.5; proCasp7 act: 7; TPT1 inhibitor: -5; PAFAH2 FP inh: 2

Results for C1CSC2(N1)C1CC3CC(C1)CC2C3 (stereo unspecified) ?
HCV core dimer: -5; CTSL1 counter: 1; PP1 counter: 4; AHR activator: 8; procasp3 activ: -23; PP5 primary: 0.9; proCasp7 act: -21; TPT1 inhibitor: -6; PAFAH2 FP inh: 3

Bioassay records as filed in PubChem BioAssay.
